Polio RdRp inh: poliovirus RNA polymerase inhibition. P03300. poliovirus polymerase elongation, fluorescence polarization; stronger effect = lower value. % elongation, % (compound at 16.7 µg/mL). 150,000 compounds, 0.66% hits. AID 588519; in the data active means % elongation below about 90%; further: some results filed as inactive read as strong as hits
Target sequence (P03300 1749-2209 limits assumed): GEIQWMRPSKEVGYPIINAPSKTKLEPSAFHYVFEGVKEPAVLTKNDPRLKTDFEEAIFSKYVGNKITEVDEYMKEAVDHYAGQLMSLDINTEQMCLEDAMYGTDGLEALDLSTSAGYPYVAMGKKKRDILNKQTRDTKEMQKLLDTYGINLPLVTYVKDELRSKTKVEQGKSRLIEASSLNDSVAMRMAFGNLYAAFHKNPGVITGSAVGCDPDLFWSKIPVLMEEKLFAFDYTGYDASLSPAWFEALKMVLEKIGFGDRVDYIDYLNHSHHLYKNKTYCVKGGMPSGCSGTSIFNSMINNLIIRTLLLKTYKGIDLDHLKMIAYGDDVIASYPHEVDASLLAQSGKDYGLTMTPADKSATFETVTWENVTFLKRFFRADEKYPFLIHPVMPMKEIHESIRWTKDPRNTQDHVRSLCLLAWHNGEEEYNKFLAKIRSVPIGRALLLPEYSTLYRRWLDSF
Polio RdRp inh FP z-score: further read-out of Polio RdRp inh, marked with its call; z-score; measured here: FP z-score; hits read low
Active calls of the source: *. This is a subset; count on the stated rates, not on these rows.

Results follow in this order: Polio RdRp inh | Polio RdRp inh FP z-score
O=C(Nc1ccccc1C(F)(F)F)C1CCN(c2nnc(-n3cccc3)s2)CC1
    105 | -0.1
O=C(c1ccc(Cl)cc1)N1CCN(C(c2ccccc2)c2ccccc2)CC1
    110 | 0.7
COc1cccc(N2C(=O)c3ccc(C(=O)Nc4c[nH]c(=O)[nH]c4=O)cc3C2=O)c1
    99 | -0.2
CNCCC(Oc1ccccc1OC)c1ccccc1 (stereo not given)
    99 | -0.1
CCN1CCN(c2c(C(=O)c3ccc(C)c(C)c3)cnc3ccc(C)cc23)CC1
    101 | -1
COc1ccc(N2CC(C(=O)N/N=C/c3ccccc3)CC2=O)cc1 (stereo not given)
    103 | 0.4
C#CCn1c(=O)n(-c2cccc(Cl)c2C)c(=O)c2c3c(sc21)CN(C(C)=O)CC3
    102 | -0.6
CCc1cc2c(cc3c(=O)n(CC(=O)NCCc4ccccc4)ncn32)s1
    104 | -0.5
CCOc1ccc(CCNC(=O)c2nn(-c3ccc(OC)cc3)c(=O)c3c2c2ccccc2n3C)cc1OCC
    109 | 0.3
CCn1c(=O)cc(SCC(=O)NC2CCCCC2)c2ccccc21
    99 | -0.7
COc1cc2[nH]c(=O)c(C(=O)NCCN3CCCC3)c(O)c2cc1OC
    97 | -0.7
Cc1nc(Cc2nc3ccccc3n2Cc2ccccc2F)no1
    106 | 1.5
COc1cc2nc(SCc3ccc(C)cc3)n3nc(-c4ccccc4)nc3c2cc1OC
    103 | 0.5
c1ccc(CN2CCCC(c3nc4ccccc4[nH]3)C2)cc1 (stereo not given)
    104 | 0.8
COc1ccc(C(=O)Nc2ccc3c(c2)C(=O)N(CCC(=O)O)C3=O)cc1
    101 | -0.1
Cc1ccc(C)c(N2CCN(CCCNC(=O)C3CCCN(c4ncnc5c4nc4n5CCCCC4)C3)CC2)c1 (stereo not given)
    104 | 0.9
Cc1cc(C(=O)CN2CCN(Cc3ccc4c(c3)OCO4)CC2)c(C)n1-c1ncn[nH]1
    95 | -1.1
Cc1cc(-n2c(C)cc(/C=C/C(=O)N3CCN(S(=O)(=O)Cc4ccccc4)CC3)c2C)no1
    108 | 0.7
CCc1nc2ccc(C(=O)N3CCN(c4cccc(Cl)c4)CC3)cc2nc1CC
    100 | -1
CCSc1cc(C)nc(NC(=O)CC)n1
    111 | 0.8
O=S1(=O)c2ccccc2-c2cc(Br)ccc21
    99 | -0.3
O=C(NCc1csc(-c2cccs2)n1)c1ccsc1
    103 | 0.4
Cc1ccccc1N1C(=O)c2ccccc2C(CC(=O)N(C)C)(CC(=O)N(C)C)C1=O
    100 | -0.3
Cc1oc2cc(Br)c(OC(=O)c3ccco3)cc2c1C(=O)OC(C)C
    102 | 0.2
N#Cc1c(Cl)nc(Cl)c(Cl)c1Cl
    76* | -2.6*
Cc1ccc(-c2cc(-c3c(C)nn(C)c(=O)c3N)[nH]n2)cc1
    108 | 0.5
CC(=O)N1CCC(N(CCCN2CCC(C)CC2)C(=O)NC23CC4CC(CC(C4)C2)C3)CC1
    100 | -0.5
CCOC(=O)C1CCN(C(=O)CSc2ccc(NC(C)=O)cc2)CC1
    104 | 0.3
CCC(=O)NC(Nc1sc2c(c1C#N)CCCC2)(C(F)(F)F)C(F)(F)F
    100 | -0.3
O=C(Nc1nc2ccccc2s1)c1ccc(S(=O)(=O)N2CCOCC2)cc1
    99 | -0.5

Taken from above:
`Cc1cc(-n2c(C)cc(/C=C/C(=O)N3CCN(S(=O)(=O)Cc4ccccc4)CC3)c2C)no1` | Polio RdRp inh: 108
`COc1cc2[nH]c(=O)c(C(=O)NCCN3CCCC3)c(O)c2cc1OC` | Polio RdRp inh: 97

(further entries)
Results follow in this order: Polio RdRp inh | Polio RdRp inh FP z-score
COc1ccc2oc(-c3ccc(C)c(NC(=O)c4ccc(N5CCCCC5)c([N+](=O)[O-])c4)c3)nc2c1
    109 | 1
CCCN(CCC)C(=O)Cn1ncn2c(cc3ccccc32)c1=O
    103 | 0.6
CC1(C(=O)NC2CCCCCCC2)Cc2ccccc2C(=O)N1CCCN1CCOCC1 (stereo not given)
    100 | -0.9
CCOc1ccc(OCCOCCn2c(-c3ccc(Cl)cc3)nc3ccccc3c2=O)cc1
    103 | -0.4
CN(C(=O)c1oc(=O)c2ccccc2c1-c1ccccc1)c1cccc(Cl)c1
    107 | 0.4
O=C(c1noc2c1CCCCC2)N1CCN(c2cccc(Cl)c2)CC1
    104 | 0
CC(C)C(Nc1ccc(C(F)(F)F)cn1)C(=O)O (stereo not given)
    99 | -0.4
O=C(COc1ccc2c(c1)CCC2)NN1CCOCC1
    100 | 0
Cc1ccc(NC(=O)C23CCC(C2)C(C)(C)C3=O)c(C)c1 (stereo not given)
    100 | -0.1
C=CCn1c(SCC(=O)c2ccc(C)cc2)nc2sc(CC)cc2c1=O
    102 | 0.1
O=C(NC1CCCCC1)c1cc(-c2ccco2)on1
    102 | 0.2
COc1ccc(C(=O)NCCSc2ccccn2)cc1
    105 | 0.9
O=C(Oc1ccccc1N1CCCCC1)C1CCN(c2nccc(C(F)(F)F)n2)CC1
    102 | -0.4
CC1=NN(C(=O)C2CCCCC2)C(O)(c2ccccc2)C1 (stereo not given)
    103 | 0.4
O=C(c1cc2ccccc2oc1=O)N(Cc1ccco1)C1CCS(=O)(=O)C1 (stereo not given)
    103 | 0.2
O=C(NCc1nc(-c2ccccc2F)no1)c1ccc2c(c1)OCO2
    103 | 0.8
O=C1Cc2ccccc2C(=O)N1CCc1ccccc1
    98 | -2
O=C(OCC1CCCO1)c1ccc2c(c1)N(Cc1ccccc1F)C(=O)c1ccccc1S2(=O)=O (stereo not given)
    106 | -0.1
Cc1c(C)n(C)c2ccc(C(=O)NCCc3ccc(Cl)cc3)cc12
    108 | 0.3
Cc1ccccc1NC(=O)Nc1ccon1
    102 | 0.1
CCCCCn1cc2c(c1-c1ccccc1Cl)c(=O)n(C)c(=O)n2C
    102 | 0.2
CCOC(=O)c1oc2ccccc2c1NC(=S)NC(=O)CN1C(=O)CCC1=O
    97 | -1.7
CCc1cccc(NC(=O)CCCn2c(=O)[nH]c3ccsc3c2=O)c1
    103 | 1.2
COC(=O)c1c(C)ncc2c1COC(C)OC2 (stereo not given)
    104 | 0.4
O=C(Nc1cccc2c1C(=O)NC2=O)c1ccc(S(=O)(=O)N2CCOCC2)cc1
    107 | 0.6
COc1ccc(NC(=O)C(Cc2ccccc2)n2cccc2)cc1OC (stereo not given)
    104 | -0.1
COc1ccc(N2C(=O)CC(=O)NC2=S)cc1
    103 | 0.3
O=C(O)C1Cc2ccccc2CN1C(=O)COc1ccc(Cl)cc1Cl (stereo not given)
    101 | 0
CC(=O)NCCc1ccc(S(=O)(=O)N2CCCCC2)cc1
    103 | 0.5
O=C(O)CSc1ccc2nnc(-c3ccc(F)cc3)n2n1
    101 | -0.2
CN=C1S/C(=C\c2sccc2C)C(=O)N1C
    110 | 0.6
CC1=C(c2ccc(F)cc2)S(=O)(=O)NC1=NCc1ccccc1Cl
    105 | -0.4
CC(=O)N1c2ccc(S(=O)(=O)NC(CC(=O)O)c3ccccc3)cc2CC1C (stereo not given)
    100 | -0.8
CC(OC(=O)c1ccc(-n2cnnn2)cc1)C(=O)NC1CCCc2ccccc21 (stereo not given)
    100 | -0.2
COC(=O)c1ccc(NS(C)(=O)=O)cc1
    102 | 0.1
COc1ccc(S(=O)(=O)N(C)c2ccc(C(=O)N3CCCCC3)cc2)cc1
    99 | -0.2
O=C(OCc1ccc(Cl)cc1Cl)C(O)c1ccccc1 (stereo not given)
    102 | 0.3
Cc1ccc(C(c2ccccc2)c2c(C)[nH]c3ccccc23)s1 (stereo not given)
    107 | 0.2
CCCCS(=O)(=O)c1nc2c(cc1C#N)CCCC2
    100 | 0
COc1ccccc1CNC(=O)CCC(=O)N1Cc2ccccc2Oc2ncccc21
    105 | 0.4
CCc1nn(CC(=O)N2CCN(c3cccc(C(F)(F)F)c3)CC2)c(=O)c2cc3occc3n12
    106 | -0.3
CS(=O)(=O)N(CC(=O)Nc1ccccc1)C1CCCCC1
    102 | 0
COc1cc(OC)c(OC)cc1CN1CCc2nc(N3CCN(c4ccccc4F)CC3)ncc2C1
    102 | -0.5
CCOC(=O)Nc1cc(C)ccc1OC
    99 | -0.5
CCC(C)NS(=O)(=O)c1ccc(-n2cnnn2)cc1 (stereo not given)
    100 | -0.4
O=C(CSC(=O)c1ccccc1)Nc1ccc2ccccc2c1
    102 | 0
Cc1ccc(C)c(NC2=NCCCS2)c1
    103 | 0.2
O=C(C(Sc1nnc(C2CC2)n1C1CC1)c1ccccc1)N1CCOCC1 (stereo not given)
    102 | 0.3
COc1cc(OC)c(NC(=O)C(c2ccccc2)N2Cc3ccccc3C2=O)cc1Cl (stereo not given)
    106 | -0.3
O=C(/C=C/c1ccco1)Nc1cccc(C(F)(F)F)c1
    102 | 0.5
CCn1c(-c2cccs2)c(CN(CCOC)C(=O)Nc2ccccc2)c2ccccc21
    102 | -0.2
Cc1cc(C)cc(NC(=O)C2CCCN2S(=O)(=O)c2ccc3nc(-c4ccccc4)[nH]c3c2)c1 (stereo not given)
    104 | -0.6
C=CCNC(=O)C(C)(C)Oc1ccc(Cl)cc1
    101 | 0.1
CCOC(=O)N1CCC(NC(=O)c2cc3cc4ccc(OC)cc4nc3o2)CC1
    102 | 0.4
NNC(=S)Nc1ccc(C(F)(F)F)cc1Cl
    103 | 0.4
N#Cc1c(SCC(=O)c2ccc(F)cc2)nsc1SCC(=O)c1ccc(F)cc1
    110 | 1.1
CC(C)NC(=O)COc1ccc(-c2nn(C)c(=O)c3ccccc23)cc1
    100 | -0.3
CCOc1ccc(Nc2c(S(=O)(=O)c3ccccc3)cnc3ccc(OCC)cc23)cc1
    101 | -1
Cc1ccc2oc(=O)c3cnn(CC(=O)Nc4cccnc4)c3c2c1
    102 | 0.2
COc1ccc(C2CC(=O)n3nc(-c4ccccc4)nc3S2)cc1OC (stereo not given)
    101 | 0

More records follow.
Results follow in this order: Polio RdRp inh | Polio RdRp inh FP z-score
Cc1ccc(-c2nnn3c2nc(NC2CCC(C)CC2)c2ccccc23)cc1 (stereo not given)
    104 | -0.2
Nc1cc(-c2ccccc2)[nH]n1
    103 | 0.4
CCCN1C(=O)C2(c3ccccc31)c1c(oc3ccc(C)cc3c1=O)C(=O)N2CCOC (stereo not given)
    111 | 1.3
COC(=O)c1ccc(NC(=O)CSc2nc(=O)n(Cc3ccco3)c3c2CCC3)cc1
    105 | -0.1
COc1ccc2c(COC(=O)CNS(=O)(=O)c3ccccc3)cc(=O)oc2c1
    100 | -0.4
CCOC(=O)C1C(=O)C=C(Nc2sc3c(c2C#N)CCCC3)CC1c1cccc(OC)c1 (stereo not given)
    107 | 0.5
Cc1cc(C)c(N=Cc2nc(-c3ccccc3)oc2O)c(C)c1
    103 | 0.1
Cc1c(NC=C(C#N)C#N)c(=O)n(-c2ccccc2)n1C
    104 | 0.4
Cc1ccc(-c2csc(C3=C(O)CN(C4CCCC4)C3=N)n2)cc1
    100 | 0.3
Cc1ccc(OCC(=O)Nc2ccccc2OCc2cc(=O)n3ccccc3n2)cc1C
    102 | -0.8
CCNC(=O)CN1C(=O)COc2ccc(C)cc21
    101 | -0.3
CCC(C)n1c(=N)c(C(=O)NC2CCCC2)cc2c(=O)n3ccccc3nc21 (stereo not given)
    109 | -0.4
Cc1ccccc1CN1C(=O)c2ccccc2Sc2ccc(C(=O)NC(C)c3ccccc3)cc21 (stereo not given)
    109 | -0.4
Cc1ccc2c(c1)N(C(=O)C1CCN(S(=O)(=O)c3c(C)noc3/C=C/c3ccccc3F)CC1)CCO2
    102 | -1.1
O=c1c2ccccc2nc(SCc2ccc3c(c2)OCO3)n1-c1ccccc1
    104 | 0.1
CC1CN(C(=O)COC(=O)CC2c3ccccc3CCN2S(=O)(=O)c2ccccc2)CC(C)O1 (stereo not given)
    106 | 0.4
CC(C)n1c(CN2CCN(c3cccc(Cl)c3)CC2)nc2c1c(=O)n(C)c(=O)n2C
    101 | 0.3
Cc1ccc2c(CC(=O)OCc3cc(Cl)cc4c3OCOC4)coc2c1
    101 | 0
COc1cccc(NS(=O)(=O)c2ccc(CN3C(=O)c4cccnc4C3=O)cc2)c1
    103 | 0.2
CCOC(=O)c1cc(NC(=O)N(CC)C2CCCCC2)c(C)nc1C
    101 | -0.3
CC(C)(C)C1(C)OC(C(N)=O)C(C(N)=O)O1 (stereo not given)
    101 | 0.2
CN1C(=O)/C(=N\N=C\c2c(O)[nH]c(=O)[nH]c2=O)c2ccccc21
    102 | 0
CCN(CC)C(=O)C[n+]1cccc(C(N)=O)c1
    102 | 0.3

An excerpt from above in order of molecular weight, ascending:
Results follow in this order: Polio RdRp inh | Polio RdRp inh FP z-score
CC(C)(C)C1(C)OC(C(N)=O)C(C(N)=O)O1 (stereo not given)
    101 | 0.2
CCN(CC)C(=O)C[n+]1cccc(C(N)=O)c1
    102 | 0.3
CCNC(=O)CN1C(=O)COc2ccc(C)cc21
    101 | -0.3
Cc1cc(C)c(N=Cc2nc(-c3ccccc3)oc2O)c(C)c1
    103 | 0.1
CN1C(=O)/C(=N\N=C\c2c(O)[nH]c(=O)[nH]c2=O)c2ccccc21
    102 | 0
Cc1ccc(-c2csc(C3=C(O)CN(C4CCCC4)C3=N)n2)cc1
    100 | 0.3
Cc1ccc2c(CC(=O)OCc3cc(Cl)cc4c3OCOC4)coc2c1
    101 | 0
CCC(C)n1c(=N)c(C(=O)NC2CCCC2)cc2c(=O)n3ccccc3nc21 (stereo not given)
    109 | -0.4
O=c1c2ccccc2nc(SCc2ccc3c(c2)OCO3)n1-c1ccccc1
    104 | 0.1
COc1ccc2c(COC(=O)CNS(=O)(=O)c3ccccc3)cc(=O)oc2c1
    100 | -0.4
COc1cccc(NS(=O)(=O)c2ccc(CN3C(=O)c4cccnc4C3=O)cc2)c1
    103 | 0.2
Cc1ccc(OCC(=O)Nc2ccccc2OCc2cc(=O)n3ccccc3n2)cc1C
    102 | -0.8
CC(C)n1c(CN2CCN(c3cccc(Cl)c3)CC2)nc2c1c(=O)n(C)c(=O)n2C
    101 | 0.3
CCOC(=O)C1C(=O)C=C(Nc2sc3c(c2C#N)CCCC3)CC1c1cccc(OC)c1 (stereo not given)
    107 | 0.5
Cc1ccccc1CN1C(=O)c2ccccc2Sc2ccc(C(=O)NC(C)c3ccccc3)cc21 (stereo not given)
    109 | -0.4
CC1CN(C(=O)COC(=O)CC2c3ccccc3CCN2S(=O)(=O)c2ccccc2)CC(C)O1 (stereo not given)
    106 | 0.4

Assay outcomes deposited in PubChem BioAssay by ICCB-Longwood Screening Facility, Harvard Medical School.
